MBD2 inh: blocks human MBD2 binding to methylated DNA; Q9UBB5; 0.31% of 370,000 active; inhibition, % at 4.4 µM; TR-FRET, MBD2 binding to methylated oligonucleotide; in the data active = inhibition above about 13%
UHRF1 MBD2 ctr: blocks human UHRF1 binding to methylated DNA. Q96T88. UHRF1 binding to methylated oligo, TR-FRET. inhibition, % at 4.4 µM. 0.75% of 370,000 active. AID 687016; in the data active = inhibition above about 21%;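 also: UHRF1 SRA domain binding a hemimethylated CpG hairpin DNA probe; 0% = median of test compound wells and 100% = reference inhibitor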
TCR CD3 inh: human TCR-CD3 binding inhibition | TAMRA-labeled TCR probe fluorescence, biochemical | inhibition, % at 9.4 µM | 0.37% of 360,000 active; in the data active = inhibition above about 19%;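 also: recombinant mutant TCR 2C K166C tagged with TAMRA read by polarization; 0% = receptor in buffer alone and 100% = receptor with positive control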
DDE Tn6 FP inh: disrupts Tn6 cyclic peptide binding to fibrin D-Dimer-E complex | P02675 | Fibrin DD(E) TRITC-Tn6 fluorescence polarization displacement | inhibition, % at 8.3 µM | 0.21% of 370,000 active | AID 720509;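 active = inhibition above a per-campaign cutoff: mean of compounds within control limits plus 3 SD, cut at about 15% in these data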;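 also: 0% = median of all compound wells on the plate and 100% = blocking peptide control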
Target sequence (P02675 whole entry, looked up): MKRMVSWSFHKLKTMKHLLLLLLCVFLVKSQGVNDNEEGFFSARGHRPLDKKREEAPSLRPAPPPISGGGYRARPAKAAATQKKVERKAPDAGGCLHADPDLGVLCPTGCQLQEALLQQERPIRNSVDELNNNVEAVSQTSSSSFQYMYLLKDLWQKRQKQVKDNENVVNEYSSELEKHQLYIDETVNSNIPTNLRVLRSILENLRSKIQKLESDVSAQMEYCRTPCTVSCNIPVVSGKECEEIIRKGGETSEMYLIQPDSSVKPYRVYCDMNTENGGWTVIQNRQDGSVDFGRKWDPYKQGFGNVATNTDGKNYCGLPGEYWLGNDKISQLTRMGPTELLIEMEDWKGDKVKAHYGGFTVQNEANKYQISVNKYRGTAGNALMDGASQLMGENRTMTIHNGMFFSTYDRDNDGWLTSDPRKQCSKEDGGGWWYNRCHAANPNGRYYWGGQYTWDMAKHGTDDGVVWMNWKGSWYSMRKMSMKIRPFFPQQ
LEDGF integ inh: blocks HIV-1 LEDGF/p75-dependent DNA integration; TR-FRET IN-LEDGF/p75 DNA integration, Eu/Cy5; inhibition, % at 3.7 µM; 0.64% of 370,000 active; AID 743269;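 active = inhibition above the screen-wide mean plus 3 SD, cut at about 13% in these data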;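 also: signal is the Cy5 over europium emission ratio at 671 and 618 nm; 0% = plate median of compound wells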
DDE Tn7 FP inh: inhibitors of Tn7 peptide binding to human fibrin DD(E) | P02675 | 0.13% of 370,000 active | AID 720508 | FP displacement of FITC-Tn7 peptide from fibrin DD(E); 0% = median of compound wells per plate | inhibition, % at 8.3 µM;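 active = inhibition above the mean of compounds falling within the control limits plus 3 SD of them, cut at about 14% in these data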;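 also: 0% = plate median of compound wells and 100% = 10 µM Aha-Tn7 peptide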
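system = human fibrin DD(E) protein | quantity = DD(E) 2 µM final | medium = Tris/NaCl/CaCl2 buffer, pH 7.8 | also added = labelled Tn7 tracer, 0.1 µM | compound dosing = single point at 8.3 µM | timing = compound with protein 10 min, then 3 h after probe, room temperature | signal = FP measurement | benchmarks = Aha-Tn7 high control | repeats = one replicate per compound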
TDP2 absorb: TDP2 (human) inhibition, absorbance primary screen | AID 720702 | recombinant TDP2, T5PNP hydrolysis, p-nitrophenol absorbance 415 nm | inhibition, % at 12.8 µM | 0.34% of 370,000 active;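 active = inhibition above the mean of all tested compounds plus 3 SD, set per campaign, cut at about 25% in these data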;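 also: 0% = DMSO with enzyme and 100% = buffer with substrate but no TDP2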
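Material: recombinant human TDP2; quantity: TDP2 enzyme at 120 nM final; medium: Tris-HCl pH 7.5 with MgCl2; compound: single concentration, 12.8 µM nominal, with 1% DMSO; incubation: 2 h enzyme incubation at 37 °C; signal: epi absorbance; measure: percent inhibition; benchmarks: high control without enzyme, low control DMSO plus TDP2; repeats: singlicate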
PRMT1 inh: PRMT1 (human) inhibition, primary screen | inhibition, % at 2.79 µM | 1.3% of 370,000 active | Q99873 | recombinant PRMT1, activity-based probe fluorescence polarization | AID 652257;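 active = inhibition above about 21% made by adding two undisclosed values, limit read from the data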
KLK7 zymogen act: activates the human kallikrein-7 zymogen; P49862; 0.9% of 370,000 active; purified proKLK7, EDANS-DABCYL substrate fluorescence; 100% is mature enzyme control, 0% vehicle; activation, % at 7 µM; AID 652039;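 active = activation above the mean of all tested compounds plus 3 SD, computed per campaign excluding outliers beyond control limits, cut at about 13% in these data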
Target sequence (P49862 whole entry, looked up): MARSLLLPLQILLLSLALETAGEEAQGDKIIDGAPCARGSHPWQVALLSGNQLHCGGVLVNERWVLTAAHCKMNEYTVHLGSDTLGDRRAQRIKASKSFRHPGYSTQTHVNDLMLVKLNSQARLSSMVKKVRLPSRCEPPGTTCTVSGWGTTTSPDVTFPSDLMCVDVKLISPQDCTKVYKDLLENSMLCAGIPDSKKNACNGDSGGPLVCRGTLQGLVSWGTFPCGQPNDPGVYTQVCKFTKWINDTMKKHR
SIAE primary: human SIAE inhibition, primary screen; AID 1053197; 0.69% of 370,000 active; SIAE FP-Rh probe binding, fluorescence polarization; inhibition, % at 9.66 µM;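 active = inhibition above a cutoff: mean of compounds within the control limits plus 3 SD of those, cut at about 17% in these data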;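 also: 0% = plate median of compound wells and 100% = probe without SIAE protein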
* hit, by the source's call.

Short forms – A = MBD2 inh; B = UHRF1 MBD2 ctr; C = TCR CD3 inh; D = DDE Tn6 FP inh; E = LEDGF integ inh; F = DDE Tn7 FP inh; G = TDP2 absorb; H = PRMT1 inh; I = KLK7 zymogen act; J = SIAE primary
> CCOC(=O)Nc1ccc(S(=O)(=O)Nc2cc(C)nc(C)n2)cc1
  A = 5 | B = 3 | C = -9 | D = 1 | E = 3 | F = 2 | G = 3 | H = 1 | I = -0.4 | J = -4

> Cn1c(O)c(N=Nc2ccccc2[N+](=O)[O-])c2ccccc21
  A = 0 | B = 7 | C = 5 | D = -14 | E = 1 | F = -8 | G = -2 | H = 1 | I = 0.4 | J = 1

> Cn1c(=O)[nH]c(=O)c2c1nc(CN1CCN(c3ccc(F)cc3)CC1)n2CCCc1ccccc1
  A = 5 | B = 6 | C = -5 | D = 2 | E = 4 | F = -1 | G = 3 | H = -2 | I = 0.0 | J = -21

> Cc1occc1C(=O)N1CCN(S(=O)(=O)c2ccccc2)CC1
  A = -2 | B = 2 | C = -3 | D = 5 | E = 0 | F = 8 | G = 8 | H = -3 | I = 0.0 | J = 12

> CCOC(=O)CSC1=C(C#N)C(=O)NC2(CCCCC2)S1
  A = 1 | B = 5 | C = 7 | D = 2 | E = 2 | F = 7 | G = 5 | H = 16 | I = 0.4 | J = 0

> COc1cc2c(cc1NC(=O)C(C)NCc1ccccc1)oc1ccccc12 (stereo unspecified)
  A = -1 | B = 2 | C = -5 | D = 3 | E = -2 | F = 2 | G = -6 | H = -2 | I = 0.1 | J = -11

> COc1ccc(NC(=O)N(C)C[C@H]2OCc3cnnn3CCCC(=O)N([C@H](C)CO)C[C@@H]2C)c(OC)c1
  A = -1 | B = 1 | C = -3 | D = 9 | E = -6 | F = 11 | G = -8 | H = 4 | I = 0.4 | J = 21*

> O=C(C(=O)N(Cc1ccccc1)Cc1ccccc1)c1c(-c2ccccc2)[nH]c2ccccc12
  A = 1 | B = -1 | C = 5 | D = -3 | E = -10 | F = 2 | G = 2 | H = -4 | I = -3.6 | J = -75

> Cc1sc2ncnc(NCC3COc4ccccc4O3)c2c1C (stereo unspecified)
  A = 1 | B = -1 | C = 4 | D = -12 | E = 4 | F = -3 | G = 4 | H = 2 | I = 0.1 | J = 0

> O=C(O)c1ccc(Cl)c(NC(=S)NC(=O)c2cccc(COc3ccccc3)c2)c1
  A = 4 | B = -1 | C = -1 | D = -6 | E = -2 | F = 1 | G = 3 | H = -2 | I = 0.4 | J = -8

> CCOC(=O)c1ccc(NC(=O)C(CC)CC)cc1
  A = -2 | B = 1 | C = 3 | D = 3 | E = -1 | F = 4 | G = -3 | H = -3 | I = -0.1 | J = -2

> Cc1noc(NS(=O)(=O)c2ccc(NC(=O)CSc3nc4c(cc3C#N)CCCC4)cc2)c1C
  A = 1 | B = 4 | C = 0 | D = -1 | E = -1 | F = 4 | G = -8 | H = 7 | I = 1.6 | J = 1

> O=C(O)c1ccc(-n2cccc2/C=C2/NC(=O)N(c3cccc(Cl)c3)C2=O)cc1
  A = 39* | B = 81* | C = 12 | D = -2 | E = 33* | F = -9 | G = -6 | H = 29* | I = -0.9 | J = -2

> COc1ccc(OC)c(CN2C(=O)c3ccccc3C2c2nnnn2C(C)C)c1 (stereo unspecified)
  A = 1 | B = -2 | C = 3 | D = 3 | E = -2 | F = 8 | G = 4 | H = 2 | I = -0.1 | J = 0

> Cc1ccc(NC(=O)c2cc(-c3ccc(C)o3)nc3ccccc23)cc1
  A = 3 | B = -3 | C = -7 | D = -1 | E = 3 | F = -1 | G = 7 | H = 49* | I = -0.8 | J = -6

> CCCn1c(CCc2ccccc2)nnc1SCC(=O)N1CCCC1
  A = 2 | B = 8 | C = 3 | D = -4 | E = 0 | F = -4 | G = -10 | H = 2 | I = 0.0 | J = -2

> O=C(c1ccc(O)c(Cl)c1)N1CCN(S(=O)(=O)c2ccccc2)CC1
  A = 1 | B = -2 | C = 2 | D = -7 | E = 2 | F = -4 | G = -6 | H = -2 | I = -0.1 | J = -1

> CC(=O)Nc1ccc(S(=O)(=O)N2CCSC2c2ccc(C)cc2)cc1 (stereo unspecified)
  A = -2 | B = -2 | C = 3 | D = 2 | E = 2 | F = 4 | G = -6 | H = -1 | I = -0.1 | J = -8

> COc1ccc(-c2cc(C)no2)cc1S(=O)(=O)N(C)c1ccc(C)c(C)c1
  A = 2 | B = 0 | C = 2 | D = -2 | E = -4 | F = 6 | G = 4 | H = 0 | I = 0.4 | J = -9

> Cc1cccc(NC(=S)NCCc2ccc(F)cc2)c1C
  A = -2 | B = -1 | C = -3 | D = -6 | E = 9 | F = 3 | G = 5 | H = -3 | I = -0.4 | J = 15

> C[C@]12CCC(=O)C=C1CC[C@@H]1[C@@H]2[C@@H](O)C[C@@]2(C)[C@H]1CC[C@]2(O)C(=O)COC(=O)CCC(=O)O
  A = -5 | B = 5 | C = 0 | D = -11 | E = 4 | F = 0 | G = -19 | H = -3 | I = 0.4 | J = -3

Some of the entries above in another layout:
Molecule,MBD2 inh,UHRF1 MBD2 ctr,TCR CD3 inh,DDE Tn6 FP inh,LEDGF integ inh,DDE Tn7 FP inh,TDP2 absorb,PRMT1 inh,KLK7 zymogen act,SIAE primary
CCOC(=O)Nc1ccc(S(=O)(=O)Nc2cc(C)nc(C)n2)cc1,5,3,-9,1,3,2,3,1,-0.4,-4
Cn1c(O)c(N=Nc2ccccc2[N+](=O)[O-])c2ccccc21,0,7,5,-14,1,-8,-2,1,0.4,1
Cn1c(=O)[nH]c(=O)c2c1nc(CN1CCN(c3ccc(F)cc3)CC1)n2CCCc1ccccc1,5,6,-5,2,4,-1,3,-2,0.0,-21
Cc1occc1C(=O)N1CCN(S(=O)(=O)c2ccccc2)CC1,-2,2,-3,5,0,8,8,-3,0.0,12
CCOC(=O)CSC1=C(C#N)C(=O)NC2(CCCCC2)S1,1,5,7,2,2,7,5,16,0.4,0
COc1cc2c(cc1NC(=O)C(C)NCc1ccccc1)oc1ccccc12 (stereo unspecified),-1,2,-5,3,-2,2,-6,-2,0.1,-11
COc1ccc(NC(=O)N(C)C[C@H]2OCc3cnnn3CCCC(=O)N([C@H](C)CO)C[C@@H]2C)c(OC)c1,-1,1,-3,9,-6,11,-8,4,0.4,21*
O=C(C(=O)N(Cc1ccccc1)Cc1ccccc1)c1c(-c2ccccc2)[nH]c2ccccc12,1,-1,5,-3,-10,2,2,-4,-3.6,-75
